# Vc quorum ag: inducers of Vibrio cholerae quorum light production without autoinducers; V. cholerae BH1578 lux reporter, luminescence, 6 h; activation, % at 18.7 µM; AID 588436; 350,000 compounds, 0.16% hits; in the data active = activation mostly above about 9.7%, no sharp cut-off; note: not every result past the cut was called active; inactives centre near 0; reference of the scale not given here
# PfHsp40 yeast: rescue of PfHsp40-mediated yeast toxicity. 340,000 compounds, 0.68% hits. S. cerevisiae expressing PfHsp40, growth rescue, ATP luminescence. growth rescue, % at 12.5 µM. AID 504582; in the data active = growth rescue above about 28%, passing the limit was not always enough;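 note: yeast W303a lacking pdr1 and pdr3 grown in galactose medium; growth measured after three days at 30 °C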
# Anthrax LF prot: anthrax lethal factor protease inhibition; multiplex microsphere protease cleavage assay, LF; inhibition, % at 10 µM; 360,000 compounds, 0.12% hits; AID 588501; note: plate controls were buffer without enzyme for full effect and enzyme alone for no effect
# Target sequence (P15917 whole entry, looked up): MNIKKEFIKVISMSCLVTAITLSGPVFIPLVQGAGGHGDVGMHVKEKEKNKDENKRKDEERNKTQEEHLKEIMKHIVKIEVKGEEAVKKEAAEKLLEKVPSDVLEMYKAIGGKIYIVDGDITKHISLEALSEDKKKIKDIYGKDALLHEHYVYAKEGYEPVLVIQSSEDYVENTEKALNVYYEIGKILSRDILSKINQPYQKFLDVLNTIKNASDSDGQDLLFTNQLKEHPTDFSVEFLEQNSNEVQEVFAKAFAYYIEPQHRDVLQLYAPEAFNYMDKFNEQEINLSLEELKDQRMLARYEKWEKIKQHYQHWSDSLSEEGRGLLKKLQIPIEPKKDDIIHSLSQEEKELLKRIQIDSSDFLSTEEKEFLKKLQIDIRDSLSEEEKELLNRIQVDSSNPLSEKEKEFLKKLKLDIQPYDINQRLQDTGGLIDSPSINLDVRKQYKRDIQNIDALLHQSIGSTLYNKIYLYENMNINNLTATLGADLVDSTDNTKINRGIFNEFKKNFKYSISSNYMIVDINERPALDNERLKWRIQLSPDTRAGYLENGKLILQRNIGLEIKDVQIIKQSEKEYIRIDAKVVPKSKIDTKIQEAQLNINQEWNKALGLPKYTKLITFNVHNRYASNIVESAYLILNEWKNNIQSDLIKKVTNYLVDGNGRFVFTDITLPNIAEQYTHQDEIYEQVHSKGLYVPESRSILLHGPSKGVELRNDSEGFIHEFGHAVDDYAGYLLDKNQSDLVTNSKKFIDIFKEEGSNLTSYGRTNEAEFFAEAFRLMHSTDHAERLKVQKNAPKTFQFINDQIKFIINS
# Yp Topo-I inh: Y. pestis Topo-I inhibition via cleavage products. Y. pestis Topo-I cleavage product accumulation, plate reader. activity, % at 10 µM. 360,000 compounds, 0.064% hits. AID 504884; in the data active = activity above about 50%, passing the limit was not always enough; note: inactives centre near 2
# BoNT A protease: blocks Botulinum neurotoxin A light chain protease; multiplex microsphere protease substrate cleavage, flow cytometry; inhibition, % at 10 µM; 360,000 compounds, 0.17% hits; AID 588499; note: plate controls were buffer without enzyme for full effect and enzyme alone for no effect
# SARS 3CLpro inh: SARS-CoV 3CLpro protease inhibition; P0C6X7; recombinant SARS-CoV 3CLpro, quenched FRET peptide cleavage; inhibition, % at 6 µM; 290,000 compounds, 0.14% hits; in the data active = inhibition above about 12%
# SSB-PriA inh: K. pneumoniae PriA-SSBct interaction inhibition | AlphaScreen SSBct-PriA binding, biotinylated peptide | inhibition, % at 33 µM | 430,000 compounds, 0.6% hits | AID 1272365; in the data active = inhibition mostly above about 37%, no sharp cut-off; inactive = mostly below about 20%;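 note: plate controls were negative control peptide for no effect and reference peptide for full effect; strong numbers were not always called active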
# PrPC TRFRET: inhibitors of human cell surface prion protein PrPC | 370,000 compounds, 0.43% hits | inhibition, % at 13.8 µM | TR-FRET read-out; in the data active = inhibition above about 24%; note: 0% = median of the test wells and 100% = reference compound wells
# TcdB inh: blocks C. difficile toxin B glycohydrolase activity; TcdB glycohydrolase enzymatic assay, plate reader; inhibition, % at 9.99 µM; 350,000 compounds, 0.24% hits; in the data active = inhibition above about 10%
# Numbers without * were called inactive; i = inactive; . = not tested or not shown; & = joins results of further samples. Cut-off read from the data, not from the text of the source, unless noted: active = inhibition above about 30%; inconclusive = no clear call, values can overlap the other calls; inactive = below that. Not all compounds are listed; the hit share may differ from the screen's.
SMILES,Vc quorum ag,PfHsp40 yeast,Anthrax LF prot,Yp Topo-I inh,BoNT A protease,SARS 3CLpro inh,SSB-PriA inh,PrPC TRFRET,TcdB inh
CSCc1cc(N(C)C)nc(SCc2ccc(Cl)c(Cl)c2)n1,i,-0.9,-8,25,-3.9,0,-26,-2,1.7
CN(C)S(=O)(=O)c1ccc(C(=O)NNC(=O)c2ccccc2-n2cccc2)cc1,-0.8,-0.9,-4,7,1.3,.,-5,-2,-0.3
COC(=O)C(C)Sc1nc2c(c(=O)n(C)c(=O)n2C)n1Cc1cccc(C)c1 (stereo unspecified),i,-1.3,1,16,0.7,-1,-18,1,.
O=C(Oc1ccc2c(c1)OCO2)C12CC3CC(CC(C3)C1)C2,i,0.0,-3,11,-0.5,-1,-9,-3,1.5
CC(C)c1cc(Br)c(NC(=O)Nc2cccnc2)c(Br)c1,-0.1,0.2,0,3,-4.4,-1,5,11,1.8
CCC(=O)N(C)C[C@@H]1Oc2cc(Br)ccc2S(=O)(=O)N([C@@H](C)CO)C[C@@H]1C,0.4,.,-4,7,-0.1,.,.,-5,2.2&0.3&0.7
Cc1ccc(C)c(C(=O)COC(=O)c2ccc(Br)o2)c1,i,1.9,-3,-1,-2.1,6,2,-5,.
COc1ccc2cc(S(=O)(=O)N3CCCC3)ccc2c1,-0.2,1.0,-3,1,-2.4,-4,-8,3,1.8
Cc1ccc(CC(C(=O)O)C(C)C(=O)Nc2ccc(F)cc2)cc1 (stereo unspecified),-10,-1.5,-1,0,0.8,-5,-4,-2,1.0
Cc1cccn2c(=O)c(C=O)c(N3CC(C)OC(C)C3)nc12 (stereo unspecified),-0.4,1.6,-5,3,0.4,-5,-11,-9,-1.3
COc1ccc(CN2CCN(C(=O)Cn3c(=O)oc4cc(Cl)ccc43)CC2)c(OC)c1OC,-0.4,.,-7,-9,0.4,1,-3,2,-0.2
CCCCN1C(=O)C(O)(CC(=O)c2ccco2)c2cc(Br)ccc21 (stereo unspecified),-3.1,3.0,0,16,0.3,0,1,-23,1.6
Cc1cc(/C=N/n2cnnc2)c(C)n1-c1cc(Cl)ccc1Cl,-0.5,-2.9,-5,11,-1.3,7,.,7,.
N#Cc1ccc(-c2nc3c4ccccc4ccn3c2Cc2cccc(Cl)c2)cc1,.,.,-1,.,0.8,.,.,2,1.2
CC1(C)CC(n2c(=S)[nH]c3ccccc3c2=O)CCO1 (stereo unspecified),i,-0.7,4,1,-0.3,5,2,2,.
Cc1cccn2c(=O)c(/C=C(\C#N)S(=O)(=O)c3ccccc3)c(Oc3ccc(Cl)cc3)nc12,-0.3,-0.9,1,4,0.5,3,-2,11,.
Cc1ccc(C2=NS(=O)(=O)N(C)C(C(=O)NCc3cccs3)=C2)cc1,-0.2,0.2,-4,7,-0.4,-3,-4,-6,19*
CC1(C)CC(=O)C2=C(C1)OC(/N=C/N1CCOCC1)=C(C#N)C2c1ccccc1 (stereo unspecified),-0.3,-0.1,-2,1,0.2,-1,.,5,.
CCOC(=O)CSc1nnc(-c2cccc(Cl)c2)n1CC,-1.6,-1.6,-2,3,-2.7,4,-10,-9,.
COc1cc(/C=C(\C#N)C(=O)NCC2CCCO2)ccc1OCCC(C)C (stereo unspecified),-0.5,0.5,2,21,-0.9,2,-8,4,4.0
COC(=O)Cc1[nH]nc2c1C(c1cccc(OC)c1OC)C(C#N)=C(N)O2 (stereo unspecified),1.3,-1.2,-3,12,-0.2,-1,-20,2,.
O=C(Cc1cc(=O)[nH]c(=O)[nH]1)NCCN1CCOCC1,-0.2,-2.5,-6,-1,-1.9,-3,-9&-4,-9,8.5
COC(=O)c1cnc(NC(=O)C2(C)CCCN(C(C)=O)C2)s1 (stereo unspecified),i,.,-8,3,-0.7,.,.,7,-0.3
CCN1CCN(C(c2ccccc2F)c2nnnn2Cc2ccc3c(c2)OCO3)CC1 (stereo unspecified),-0.1,0.5,-2,-9,0.7,4,-4,-4,.
N=c1n(CCO)c2ccccc2n1CCOc1ccccc1,0.5,-1.4,0,-2,0.0,0,-11,-12,.

# Part of the list above, as labelled records.
CCOC(=O)CSc1nnc(-c2cccc(Cl)c2)n1CC
  Vc quorum ag = -1.6
  PfHsp40 yeast = -1.6
  Anthrax LF prot = -2
  Yp Topo-I inh = 3
  BoNT A protease = -2.7
  SARS 3CLpro inh = 4
  SSB-PriA inh = -10
  PrPC TRFRET = -9
  TcdB inh = .

COc1cc(/C=C(\C#N)C(=O)NCC2CCCO2)ccc1OCCC(C)C (stereo unspecified)
  Vc quorum ag = -0.5
  PfHsp40 yeast = 0.5
  Anthrax LF prot = 2
  Yp Topo-I inh = 21
  BoNT A protease = -0.9
  SARS 3CLpro inh = 2
  SSB-PriA inh = -8
  PrPC TRFRET = 4
  TcdB inh = 4.0

COC(=O)Cc1[nH]nc2c1C(c1cccc(OC)c1OC)C(C#N)=C(N)O2 (stereo unspecified)
  Vc quorum ag = 1.3
  PfHsp40 yeast = -1.2
  Anthrax LF prot = -3
  Yp Topo-I inh = 12
  BoNT A protease = -0.2
  SARS 3CLpro inh = -1
  SSB-PriA inh = -20
  PrPC TRFRET = 2
  TcdB inh = .

# Other records
SMILES,Vc quorum ag,PfHsp40 yeast,Anthrax LF prot,Yp Topo-I inh,BoNT A protease,SARS 3CLpro inh,SSB-PriA inh,PrPC TRFRET,TcdB inh
COc1ccc(S(=O)(=O)N2CCCC2)cc1C(=O)O,-0.2,0.7,-5,-3,-0.6,6,-4&6,6,1.7
Cn1c(SCC(=O)Nc2nccs2)nnc1-c1ccco1,-0.3,0.5,0,-3,-0.1,3,-11,-2,.
O=C1CCC(C(=O)Nc2nnc(C3CC3)s2)=NN1,-0.1,8.3,-7,0,-0.3,3,-5,3,-3.6
O=C(O)[C@@H]1Cc2c([nH]c3ccccc23)C2CCC(=O)N21 (stereo partly specified),-0.1,-0.9,1,-14,2.1,1,-9,-2,0.9
CCCCCCC1/C(=N\NC(=O)c2ccccc2)CCC1C(=O)OC (stereo unspecified),1.2,0.2,0,-6,-0.8,1,.,0,-1.3
O=c1[nH]c(=O)n(Cc2ccccc2)c(O)c1/C=N/NCCO,-1.1,.,.,5,.,-2,.,-7,-1.2
COC(=O)CNC(=O)COC(=O)Cc1ccc(Cl)cc1,-0.7,-0.6,-2,5,-0.4,4,-7,-2,-0.6
CCCCCOC(=O)c1ccc(NC(=O)c2ccco2)cc1,i,0.7,0,-3,-0.1,2,-8,1,.
Cc1cccc(Oc2nc(-c3cccc([N+](=O)[O-])c3)nc3ccccc23)c1C,-0.3,-0.7,-3,12,-0.9,4,-16,-4,.
O=C(CCSc1ccccc1)N1CCOCC1,i,0.8,-3,5,1.0,-4,4,1,.
CCOC(=O)C1Oc2ccccc2C(C(=O)OC)=C1C(=O)OC (stereo unspecified),-1.0,2.3,-3,-3,-0.6,.,-4,.,.
CCOC(=O)c1c(NC(=O)CSc2cccc[n+]2[O-])sc(C(=O)Nc2ccccc2)c1C,i,-0.5,-9,24,-0.6,2,-11,3,0.7
COc1ccc(CCN(C)CC(=O)Nc2ccc(F)c(Cl)c2)cc1OC,-0.5,-1.5,-2,16,1.5,-1,1,2,-0.5
Cc1ccc(CC(=O)NCc2ccc(F)cc2)cc1,0.4,-0.5,0,-3,0.1,1,8,8,-0.7
C=CCn1c2ccccc2c(=O)c2cc(C#CC[C@@H](C)O)ccc21,i,2.2,1,6,5.3,.,-23,-6,4.8
CCOC(=O)C(C)Oc1nc(Oc2ccccc2)nc(N(C)C)n1 (stereo unspecified),4.0,0.3,0,4,-0.1,-6,-2,2,.
O=C(OCc1ccccc1)c1ccc(Br)o1,i,1.0,-6,-4,0.9,-2,-25,-7,.
CC(=O)Nc1cccc(Cl)c1C(=O)O,0.7,-1.2,-6,-1,-0.2,-1,-10,5,.
CC1CCCCN1CC(=O)Nc1sc2c(c1C#N)CCC2 (stereo unspecified),-0.2,-0.6,-1,0,0.1,-4,2,-2,.
CCCc1nc2oc3ccccc3c(=O)c2c(=O)n1-c1ccccc1,-0.9,.,10,8,-0.3,8,7,-6,1.9
O=C(NC1CCCCC1)c1cc(S(=O)(=O)N2CCCC2)ccc1Cl,-2.1,-1.3,11,-7,0.5,-2,2,14,-9.8
Cc1cccc(NCN2C(=O)C3C4C=CC(C4)C3C2=O)c1 (stereo unspecified),-6.7,-0.8,0,10,1.1,-3,-2,-1,0.7
C(=N\c1nccs1)/Nc1nccs1,i,1.4,2,1,-0.4,-7,.,1,.
O=C(Nc1ccccc1)c1ccccc1CCc1ccccc1,i,2.0,-7,-3,0.3,3,-6,4,.
CN1C(=O)CC(N2CCN(c3ccccc3)CC2)C1=O (stereo unspecified),i,-2.0,-2,3,-0.6,1,-28,-5,.
# (continued)
SMILES,Vc quorum ag,PfHsp40 yeast,Anthrax LF prot,Yp Topo-I inh,BoNT A protease,SARS 3CLpro inh,SSB-PriA inh,PrPC TRFRET,TcdB inh
NS(=O)(=O)c1ccc(N2N=C(c3ccccc3)CC2c2ccc(Br)cc2)cc1 (stereo unspecified),i,.,0,19,-0.4,.,.,15,-2.5
CNC(=S)Nc1ccc([N+](=O)[O-])cc1C,-0.9,-1.1,-5,4,0.1,-2,1,-4,-2.4
CCC(=O)NNc1ncnc2c1cnn2-c1ccccc1,0.2,-0.1,-6,0,-0.3,4,-3,-3,1.0
CCc1csc(CCNC(=O)C2CCC(=O)N(CCc3cccc(F)c3)C2)n1 (stereo unspecified),0.9,0.1,4,5,0.9,-3,-2,0,-0.2
CCN1C(=NCCCOC(C)C)N[C@@H](CCc2ccccc2)[C@H](C(=O)NCCCOC(C)C)[C@H]1C,i,-0.4,1,17,1.3,.,6,5,-7.2
CC(C)C(NS(=O)(=O)c1cccc2nsnc12)C(=O)N1CCn2c1nc1ccccc12 (stereo unspecified),-0.4,-0.6,2,1,-0.7,-4,-4,-39,2.5
COc1ccc(-c2coc3c(C(=O)NCCN4CCOCC4)cccc23)c(C)c1,0.6,.,-4,27,0.4,.,.,2,1.0
O=C(CSc1nnc(-c2c[nH]c3ccccc23)n1C1CC1)NC1CCS(=O)(=O)C1 (stereo unspecified),i,.,-4,-10,0.4,.,.,0,-0.3
Nn1c(SCC(=O)Nc2ccccc2)nnc1-c1cccnc1,i,-0.9,-2,-9,0.5,11,-2,-1,.
Cc1ccc(C(c2nnnn2C(C)(C)C)N(Cc2ccco2)Cc2cccs2)cc1 (stereo unspecified),-0.2,-1.6,-8,41,-1.1,2,-12,1,.
[O-][n+]1c2ccccc2c2n1CCCN=C2c1ccc(Cl)cc1,2.7,-1.0,5,9,1.8,.,-9,-10,0.4
COc1ccc(C(=O)Nc2ccc(C)cc2C(=O)c2ccccc2)cc1,-0.3,3.9,-1,7,-0.1,4,5,-1,0.1
C[C@H](CO)N1C[C@H](C)[C@@H](CN(C)C(=O)Nc2ccccc2)Oc2c(NS(=O)(=O)c3ccccc3)cccc2C1=O,-0.5,-1.6,-2,0,-0.1,.,2,-4,-11&0.3
Cc1ccc(Cc2c(C)nc3nc(SCC(=O)NCCCN4CCCCC4)nn3c2C)cc1,-1.5,-1.1,0,12,2.4,1,-17,-7,-0.8
CC(NS(=O)(=O)c1ccc(Cl)cc1)C(=O)N1CCOCC1 (stereo unspecified),-0.6,-0.2,2,3,0.5,-4,5,-1,0.7
Nc1nc2ccc(C(=O)NCCOC(=O)C3CCCCC3)cc2s1,i,0.8,-6,1,-0.7,4,28,-13,0.7
NNc1nc2cccnc2n(CCNc2ncc(C(F)(F)F)cc2Cl)c1=O,-0.2,3.0,-5,-7,-0.4,4,3,-3,-5.4
Nc1nc(NCc2c(F)cccc2Cl)nn1-c1ccccc1,i,0.5,1,3,0.5,0,-3,-2,.
COc1ccc(S(=O)(=O)N2CCN(C(=O)c3ccc(COc4ccccc4)o3)CC2)cc1,i,.,1,19,-0.6,.,.,-1,0.7
Cc1sc2ncnc(Sc3nnnn3-c3ccccc3)c2c1C,i,-0.7,-3,2,-0.4,-2,7,1,.
Cc1cc(C)c(NC(=O)CN(C)CC(=O)N(C)CC(=O)Nc2c(Cl)cccc2Cl)c(C)c1,-0.3,-0.7,-3,-13,-3.6,.,1,-3,0.5
Cc1csc(CNC(=O)c2ccc(OC3CCN(CCc4ccccc4)CC3)cc2)n1,-0.2,0.8,-2,6,-0.9,-3,-12,-15,0.8
